All columns: NCI-60 one-dose screen, growth in % after 48 h at 10 µM unless noted; 100 = growth as untreated, 0 = no growth, -100 = all killed.
SNB-19 = SNB-19 CNS cancer cells; 81,000 compounds, 2.5% hits
HCC-2998 = HCC-2998 colon cancer. AID 1794799. 79,000 compounds, 4.7% hits
SW-620 = SW-620 colon cancer; 82,000 compounds, 5.2% hits; AID 1794795
PC-3 = PC-3 prostate cancer cells. 80,000 compounds, 3.9% hits
HT29 = HT29 colon cancer. 81,000 compounds, 7.4% hits. AID 1794748
SNB-75 = SNB-75 CNS cancer; 79,000 compounds, 5% hits; AID 1794750
DU-145 = DU-145 prostate cancer | 81,000 compounds, 4.2% hits | AID 1794760
KM12 = KM12 colon cancer cells; 82,000 compounds, 5% hits; AID 1794800
SF-539 = SF-539 CNS cancer | 81,000 compounds, 6.8% hits | AID 1794752
Active calls of the source: *; & = joins results of further samples; ! = not active in a repeat. Rule for the calls: active = growth percent below 10; inactive = the rest.

CC(c1ccccc1)C1CC(=O)N(C)C1=O (centres undefined) was read as SNB-19 103.6, HCC-2998 97.8, SW-620 97.3, PC-3 97.8, HT29 99.1, SNB-75 88.5, DU-145 100.1, KM12 104.5 and SF-539 104.4.
`COc1ccc2nc(-c3ccc(-n4cncc4-c4ccc(OC)c(N)c4)cc3)sc2c1` gave SNB-19 98.6, HCC-2998 111.4, SW-620 97.4, PC-3 84.6, HT29 96.8, DU-145 119.3, KM12 105.0 and SF-539 105.1.
O=C(c1ccccc1)c1ccc(O)c2ncccc12 was read as SNB-19 38.4, HCC-2998 35.8, SW-620 17.1, PC-3 32.2, HT29 96.1, SNB-75 58.7, KM12 27.0 and SF-539 21.6.
O=C1NC(c2cccc([N+](=O)[O-])c2)c2sc3c(F)cccc3c2C1N1CCOCC1 (centres undefined) was read as SNB-19 96.2, HCC-2998 109.6, SW-620 92.5, PC-3 91.6, HT29 96.9, SNB-75 88.9, DU-145 110.4, KM12 97.6 and SF-539 99.0.
`Fc1ccc(NCc2cn(-c3ccccc3)nc2-c2ccc(OCc3ccccc3)cc2)cc1Cl` gave SNB-19 95.1, HCC-2998 102.0, SW-620 108.1, PC-3 79.9, HT29 71.3, SNB-75 77.7, DU-145 106.5, KM12 98.0 and SF-539 93.3.
CCN(CC)C(=O)c1cccnc1 was read as SNB-19 105.1, HCC-2998 109.3, SW-620 105.8, PC-3 100.3, HT29 103.1, SNB-75 98.7, DU-145 119.1, KM12 104.2 and SF-539 99.8.
For O=C1CCC23OC(c4ccccc4N12)C(O)C(O)C3O (centres undefined) the results were SNB-19 101.2, HCC-2998 94.5, SW-620 102.9, PC-3 95.6, HT29 91.6, SNB-75 112.9, DU-145 106.5, KM12 104.0 and SF-539 100.6.
Clc1ccccc1/C=N\Nc1ccccn1 was read as SNB-19 90.6, HCC-2998 110.9, SW-620 101.7, PC-3 103.8, HT29 94.3, SNB-75 74.8, DU-145 105.0, KM12 87.2 and SF-539 98.5.
For CCSc1nnc(NC(=O)Cc2ccc(Cl)cc2)s1 the results were SNB-19 97.4, HCC-2998 84.9, SW-620 109.3, PC-3 100.8, HT29 114.0, SNB-75 105.8, DU-145 104.8, KM12 96.9 and SF-539 97.4.
`c1ccc(-c2ccc3c(c2)NCCN3)cc1` gave SNB-19 95.0, HCC-2998 45.5, SW-620 105.7, HT29 102.1, SNB-75 88.4, DU-145 112.9, KM12 111.9 and SF-539 97.0.
Screening NC(=O)C(=Cn1c(=S)[nH]c2ccccc21)C(N)=O returned SNB-19 108.4, HCC-2998 88.4, SW-620 106.9, PC-3 97.6, HT29 101.6, SNB-75 92.1, KM12 101.6 and SF-539 102.5.
COP(=O)(OC)/C(=C\c1cn(C(c2ccccc2)(c2ccccc2)c2ccccc2)cn1)NC(C)=O was read as SNB-19 109.7, HCC-2998 108.2, SW-620 85.2, PC-3 79.7, HT29 94.7, SNB-75 91.3, DU-145 107.1, KM12 96.2 and SF-539 101.6.
CCOC(=O)C(C(=O)OCC)C(=O)OCC was read as SNB-19 123.9, HCC-2998 107.0, SW-620 92.6, PC-3 96.7, SNB-75 111.9, DU-145 121.4, KM12 129.1 and SF-539 96.3.
Screening O=C(Cn1cc(CN2C(=O)c3ccccc3S2(=O)=O)nn1)Nc1ccccc1F returned SNB-19 105.5, HCC-2998 96.3, SW-620 99.7, PC-3 108.2, HT29 100.9, SNB-75 92.1, DU-145 105.0, KM12 97.7 and SF-539 102.8.
Screening O=C(O)c1cccc2c1-c1ccc(Cl)cc1C2 returned SNB-19 105.3, HCC-2998 106.0, SW-620 110.8, PC-3 107.6, HT29 109.1, SNB-75 88.2, DU-145 110.5, KM12 108.3 and SF-539 103.8.
Screening Nc1ccc2cc3ccc(N)cc3nc2c1 returned SNB-19 30.4&107.8, HCC-2998 16.7&109.6, SW-620 10.5&103.4, PC-3 14.4&94.5, HT29 4.4*!, SNB-75 101.5, DU-145 24.3&111.9, KM12 9.1*! and SF-539 21.0&107.4.
Screening O=C(N=Nc1c(O)[nH]c2c(Br)cc(Br)cc12)Nc1ccc(Cl)cc1 returned SNB-19 95.1, HCC-2998 86.9, SW-620 69.5, PC-3 69.2, HT29 89.8, SNB-75 98.8, DU-145 100.2, KM12 78.8 and SF-539 66.9.
`COc1cc(/C=N/NC(=O)CSc2nc3ccccc3c(=O)n2Cc2ccc(S(N)(=O)=O)cc2)cc(OC)c1OC` gave SNB-19 93.9, HCC-2998 94.8, SW-620 100.8, PC-3 97.2, HT29 102.3, SNB-75 97.2, DU-145 111.2, KM12 98.4 and SF-539 88.3.
`CC(=O)Nc1nc(Cl)c2[nH]cnc2n1` gave SNB-19 100.8, HCC-2998 103.4, SW-620 109.1, PC-3 96.8, HT29 102.6, SNB-75 93.8, DU-145 106.7, KM12 109.0 and SF-539 96.1.
CSc1nn(-c2ccccc2)c2ncnc(Oc3ccc(C)cc3)c12 was read as SNB-19 101.7, HCC-2998 99.4, SW-620 103.4, PC-3 82.5, HT29 99.3, SNB-75 75.1, DU-145 105.2 and SF-539 94.5.
`CC(C)N1C(=O)/C(=c2\sc3n(c2=O)NC2C(N=3)N(C)C(=O)N2C)c2ccccc21` (centres undefined) gave SNB-19 99.4, HCC-2998 107.0, SW-620 88.7, PC-3 100.4, HT29 107.0, SNB-75 75.9, DU-145 115.0, KM12 102.1 and SF-539 95.6.
C=C(C)CC1CC(=O)OC1=O (centres undefined) was read as SNB-19 106.9, HCC-2998 105.0, SW-620 108.3, PC-3 85.4, HT29 84.5, SNB-75 93.1, DU-145 107.7 and KM12 106.3.
For CCOC(=O)c1nc2c3ccccc3ccn2c1C(=O)OC the results were SNB-19 91.4, HCC-2998 91.1, SW-620 100.4, PC-3 104.8, HT29 90.1, SNB-75 78.9, DU-145 103.5, KM12 107.3 and SF-539 100.0.
Screening COc1ccccc1/C=C1\NC(=S)N(/C=C2\C(=O)Oc3ccccc3C2=O)C1=O returned SNB-19 99.4, HCC-2998 78.7, SW-620 99.3, PC-3 96.6, HT29 114.6, SNB-75 80.2, KM12 95.4 and SF-539 107.7.

Copied from the listing, three compounds:
C=C(C)CC1CC(=O)OC1=O (centres undefined) was read as SNB-19 106.9, HCC-2998 105.0, SW-620 108.3, PC-3 85.4, HT29 84.5, SNB-75 93.1, DU-145 107.7 and KM12 106.3.
For CCOC(=O)c1nc2c3ccccc3ccn2c1C(=O)OC the results were SNB-19 91.4, HCC-2998 91.1, SW-620 100.4, PC-3 104.8, HT29 90.1, SNB-75 78.9, DU-145 103.5, KM12 107.3 and SF-539 100.0.
Screening COc1ccccc1/C=C1\NC(=S)N(/C=C2\C(=O)Oc3ccccc3C2=O)C1=O returned SNB-19 99.4, HCC-2998 78.7, SW-620 99.3, PC-3 96.6, HT29 114.6, SNB-75 80.2, KM12 95.4 and SF-539 107.7.

Additional structures follow.
`O=C(c1nc2ccccc2[nH]1)C1C(c2ccco2)C2CSCN2[C@@]12C(=O)Nc1ccccc12` (some centres undefined) gave SNB-19 96.8, HCC-2998 104.0, SW-620 95.6, PC-3 103.2, HT29 115.2, SNB-75 96.0, DU-145 113.5, KM12 101.7 and SF-539 96.4.
Screening COc1ccc(CN2c3ccccc3Sc3ccccc32)c(F)c1 returned SNB-19 40.9, HCC-2998 61.6, SW-620 10.3, PC-3 30.3, HT29 3.6*, SNB-75 -6.0*, DU-145 20.5, KM12 25.8 and SF-539 -3.7*.
`Clc1ncnc2nc[nH]c12` gave SNB-19 96.4, HCC-2998 89.6, SW-620 102.6, PC-3 96.4, HT29 106.8, SNB-75 82.9, DU-145 91.0, KM12 104.7 and SF-539 86.4.
O=C(Nc1ncc(Cc2ccc(Cl)cc2)s1)C1COc2ccccc2O1 (centres undefined) was read as SNB-19 91.5, HCC-2998 95.9, SW-620 84.7, PC-3 77.2, HT29 75.3, SNB-75 96.9, DU-145 105.9, KM12 82.2 and SF-539 91.5.
CC(C)(C)c1ccc(CC(Cc2ccc(C(C)(C)C)cc2)(C2=N[C@H](c3ccccc3)CO2)C2=N[C@@H](c3ccccc3)CO2)cc1 was read as SNB-19 93.6, HCC-2998 95.8, SW-620 80.4, PC-3 75.4, HT29 83.8, SNB-75 81.7, DU-145 95.3, KM12 91.5 and SF-539 100.6.
For CN1C(=O)C2(SCC(C(=O)NC(C)(C)C)N2C(=O)C2CCCCC2)c2cc(F)ccc21 (centres undefined) the results were SNB-19 92.8, HCC-2998 108.6, SW-620 97.9, PC-3 99.5, HT29 98.9, SNB-75 84.5, DU-145 105.4, KM12 98.4 and SF-539 100.2.
For CC(=O)OC[C@]12CC[C@@H](C)[C@H](C)[C@H]1C1=CC[C@@H]3[C@@]4(C)CCCNC(C)(C)[C@@H]4CC[C@@]3(C)[C@]1(C)CC2 the results were SNB-19 81.2, HCC-2998 88.5, SW-620 74.9, PC-3 43.3, HT29 76.5, SNB-75 95.8, DU-145 88.3, KM12 74.9 and SF-539 85.6.
Screening CCOC(=O)C(C)(C#N)C(C)CC (centres undefined) returned SNB-19 120.3, HCC-2998 96.7, SW-620 106.2, PC-3 98.1, HT29 100.0, SNB-75 76.6, DU-145 112.7, KM12 104.0 and SF-539 110.4.
For CN1c2ccccc2Sc2cc(/C=N/Nc3ccnc4cc(Cl)ccc34)ccc21 the results were SNB-19 94.8, HCC-2998 109.9, SW-620 84.8, PC-3 88.6, HT29 76.5, SNB-75 103.9, DU-145 103.4, KM12 86.8 and SF-539 102.6.
`CC(=O)c1ccc(OCC(=O)Nc2nc(-c3ccccc3)cs2)cc1` gave SNB-19 103.6, HCC-2998 100.9, SW-620 105.7, PC-3 93.9, HT29 100.9, SNB-75 101.6, DU-145 104.9, KM12 107.5 and SF-539 103.5.
Screening CCCn1cnc2c(SCc3ccccc3F)nc(N)nc21 returned SNB-19 102.4, SW-620 104.1, HT29 114.8, SNB-75 90.3, DU-145 103.9, KM12 99.7 and SF-539 115.4.
For CCOC(=O)c1ccoc1 the results were SNB-19 97.7, HCC-2998 112.7, SW-620 100.4, PC-3 99.7, HT29 95.1, SNB-75 94.4, DU-145 108.6, KM12 104.1 and SF-539 95.6.

Two entries picked at random from those above, as already listed:
`CC(=O)c1ccc(OCC(=O)Nc2nc(-c3ccccc3)cs2)cc1` gave SNB-19 103.6, HCC-2998 100.9, SW-620 105.7, PC-3 93.9, HT29 100.9, SNB-75 101.6, DU-145 104.9, KM12 107.5 and SF-539 103.5.
`Clc1ncnc2nc[nH]c12` gave SNB-19 96.4, HCC-2998 89.6, SW-620 102.6, PC-3 96.4, HT29 106.8, SNB-75 82.9, DU-145 91.0, KM12 104.7 and SF-539 86.4.

The listing continues:
For Fc1ccc(Cn2cc(CSc3nc4ccccc4o3)nn2)cc1F the results were SNB-19 90.0, HCC-2998 100.2, SW-620 93.8, PC-3 96.7, HT29 94.1, SNB-75 93.7, DU-145 100.9, KM12 97.9 and SF-539 98.5.
For CCOc1ccc2c(O)csc2c1 the results were SNB-19 104.2, HCC-2998 105.0, SW-620 107.2, PC-3 99.9, HT29 102.7, SNB-75 90.1, DU-145 103.6, KM12 108.3 and SF-539 105.0.
CN1CCN(c2ccc(Nc3nc(NCCCNS(=O)(=O)c4ccc(F)cc4)c4sccc4n3)cc2)CC1 was read as SNB-19 74.5, HCC-2998 74.3, SW-620 70.1, PC-3 60.5, HT29 11.4, SNB-75 78.5, DU-145 72.6, KM12 65.3 and SF-539 -76.0*.
Screening COc1ccc(/C=N/NC(=O)c2c(Nc3ccccc3)nn(CC(O)c3ccccc3)c2N)cc1OC (centres undefined) returned SNB-19 97.6, HCC-2998 109.2, SW-620 107.2, PC-3 91.4, HT29 123.9, SNB-75 97.3, DU-145 103.1, KM12 100.7 and SF-539 93.8.
